# Bcl-B TR3 displacers: displacers of TR3 peptide from Bcl-B, primary screen, selectivity assay for Bfl-1 inhibitor project, biochemical, fluorescence polarization; FP displacement of FITC-TR3 peptide from Bcl-B; higher % means a stronger effect; one-dose displacement, % at 20 µM; IC50 in µM for titrated hits; hit rate 0.11% among 96,000; AID 748;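 active = displacement above 50% at 20 µM plus a fluorescence interference ratio under 1.5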;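 note: plate controls were wells without compound for no effect and wells lacking Bcl-B protein for full effect; a part of the inactive calls stands beside numbers as strong as those of hits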
# NFkB transloc pot: enhances IL-1B driven NFkB nuclear translocation; HUVEC IL-1B NFkB p65 nuclear translocation imaging; activation, % at 2 µM; hit rate 0.3% among 94,000;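 active = activation above 40%, about the mean plus 3 SD, also judged a hit on visual image review; inconclusive = activation above 40% but not a hit on visual review; inactive = activation not above 40% and no visual hit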;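 note: percent activation is computed from the nuclear over cytoplasmic p65 intensity ratio; values of inactives mirror those of a sister screen read the other way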
# PLAP inhibition: PLAP enzyme inhibitors, biochemical, luminescence, HTS (AID 690); purified PLAP, luminescent substrate; higher % means a stronger effect; one-dose inhibition, % at 20 µM; IC50 in µM for titrated hits; hit rate 0.08% among 96,000; in the data active = a potency from the dose series; inactive = the rest, 99 in 100 with inhibition below about 30%; note: strong numbers were not always called active
# NFkB transloc inh: blocks IL-1B driven NFkB nuclear translocation in HUVEC cells. inhibition, % at 2 µM. HUVEC IL-1B NFkB p65 nuclear translocation imaging. hit rate 0.43% among 94,000. AID 796;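 active = inhibition above about 30% together with a positive call from visual inspection of the well image, limit read from the data; inconclusive = inhibition above a set limit but visual check negative; inactive = inhibition not above a set limit, visual check negative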;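 note: nuclear over cytoplasmic p65 intensity ratio measured by imaging; 0% = IL-1B stimulated DMSO wells and 100% = unstimulated DMSO wells; values of inactives mirror those of a sister screen read the other way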
# MRP resist rev: compounds reversing MRP-mediated drug resistance. AID 602. differential viability (reversal), % at 10 µM. H69AR cells + 2 uM doxorubicin, CellTiter-Glo, 72 h. hit rate 0.04% among 85,000;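 active = viability drop by adding the cancer drug above about 55%, with treated viability meeting a 40% cutoff, limit read from the data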;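 note: viability without doxorubicin minus viability with 2 µM doxorubicin for each compound; larger differential means the compound sensitizes cells more to doxorubicin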
# MRP resist rev cytotoxicity: further read-out of MRP resist rev, marked with its call; viability, %; H69AR cells, CellTiter-Glo, 72 h; measured here: cytotoxicity without doxorubicin
# MRP resist rev with doxorubicin: second read-out of MRP resist rev, no call of its own (marks repeat the call); viability, %; measured here: viability with 2 uM doxorubicin; stronger effect = lower value
# NFkB transloc inh cell count 2 µM: second read-out of NFkB transloc inh, no call of its own (marks repeat the call); cell count; measured here: cells passing quality filter;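 raw number of nuclei counted in each imaged well without normalization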
# NFkB transloc pot cell count 2 µM: second read-out of NFkB transloc pot, no call of its own (marks repeat the call); cell count; measured here: cells passing quality filter
# * marks the source's active call; other numbers are inactive results; ? = inconclusive; . = not tested or not shown. A portion of the library, so the mix of outcomes need not match the whole.
# Every second line gives: NFkB transloc pot cell count 2 µM	MRP resist rev with doxorubicin	MRP resist rev	PLAP inhibition	MRP resist rev cytotoxicity	NFkB transloc inh	NFkB transloc inh cell count 2 µM	NFkB transloc pot	Bcl-B TR3 displacers
- Cc1ccc(-n2c(=O)c3c4c(sc3n3c(C)nnc23)COC(C(C)C)C4)cc1 (stereo unspecified)
  139	90	11	.	101	-6	139	5	.
- O=C(CSc1nccn1-c1ncc(C(F)(F)F)cc1Cl)c1ccc(Cl)cc1
  109	.	.	-69%	.	-3	109	3	4%
- CCOc1ccccc1NC(=O)c1ccc(F)c(S(=O)(=O)N2CCC3(CC2)OCCO3)c1
  .	73	-1	-4%	72	-51	149	?	8%
- COc1ccc(O/C(=N\S(=O)(=O)c2ccccc2)c2ccccc2)cc1
  100	.	.	8%	.	-10	100	10	-12%
- CCCc1cc(=O)n2[nH]c(Cc3ccccc3)nc2n1
  123	105	-19	-12%	86	-14	123	14	1%
- COc1ccc(N(CC(=O)Nc2ccc3c(c2)OCCO3)S(=O)(=O)c2c(C)noc2C)cc1
  144	96	3	16%	99	9	144	-9	-3%
- COc1ccccc1CNC(=O)c1ccc(S(=O)(=O)N(C)C)cc1
  137	.	.	1%	.	-17	137	17	-6%
- Cc1cc(C)n(C(=O)C(C)N2C(=O)c3ccccc3C2=O)n1 (stereo unspecified)
  .	96	1	-14%	98	.	.	.	4%
- CCOc1ccc(C2=Nn3c(nnc3-c3ccc(OC)cc3)SC2)cc1
  177	62	-48	4%	14	2	177	-3	4%
- COc1ccc(CCN=C2SCC(=O)N2C)cc1OC
  .	94	-11	-6%	83	.	.	.	1%
- CCOC(=O)c1cccc(NC(=O)CN2C(=O)C3C4C=CC(C4)C3C2=O)c1 (stereo unspecified)
  194	.	.	-1%	.	-8	194	8	4%
- CCSc1nnc2c(Cl)cc(Cl)cn12
  115	81	0	18%	81	-8	115	8	-2%
- COc1ccc(Cl)cc1NC(=O)CCc1ccccc1
  139	.	.	12%	.	10	139	-10	-8%
- CCC(Sc1nnc(-c2ccc(C)c(Cl)c2)n1CC)C(=O)Nc1nccs1 (stereo unspecified)
  .	77	6	-76%	83	.	.	.	1%
- CC(/C=N/Nc1nnc(C)c(=O)[nH]1)=C\c1ccccc1
  63	.	.	10%	.	11	63	-11	1%
- COCCCNc1oc(-c2ccccc2F)nc1C#N
  191	80	4	3%	85	-12	191	12	-8%
- CC(=O)N1CCc2cc(C(=O)CN3CCN(C(=O)c4ccco4)CC3)ccc21
  .	91	8	-58%	100	.	.	.	-6%
- COc1ccc2[nH]c(=O)c(CN(C(C)=O)C3CCCCC3)cc2c1
  83	88	-5	-44%	82	8	83	-8	7%
- COC(=O)CCC(=O)Nc1ccc(NC(C)=O)cc1
  169	99	3	3%	101	5	169	-5	2%
- O=C(NCc1ccco1)C1CCC(CNS(=O)(=O)c2cccc3cccnc23)CC1 (stereo unspecified)
  160	82	-4	-3%	78	5	160	-5	10%
- O=C(c1ccccc1)c1ccc(N2CCNCC2)cc1
  154	72	21	-21%	93	-13	154	13	3%
- CC1(C)CC(=O)c2sc(NS(C)(=O)=O)nc2C1
  122	98	2	-4%	100	-16	122	16	-1%
- CCOC(=O)NC(CC(=O)O)c1ccc(OCC)cc1 (stereo unspecified)
  102	.	.	4%	.	9	102	-9	-11%
- O=C(O)c1nn(-c2ccccc2)nc1-c1nn(-c2ccccc2)nc1C(=O)O
  133	99	-3	-6%	96	-6	133	6	-4%
- COc1ccc(/C=N/n2c(N)c(S(=O)(=O)c3cccs3)c3nc4ccccc4nc32)cc1OC
  175	68	-1	-82%	67	0	175	0	-5%
- CCOc1ccc(OCCNC2CCCC2)cc1
  154	.	.	-7%	.	5	154	-5	2%
- CC(=O)c1cccc(NC(=O)N2CCN(S(C)(=O)=O)CC2)c1
  76	94	4	18%	98	8	76	-8	0%
- c1ccc(-c2cc3ccccc3nc2N2CCCC2)cc1
  127	.	.	-6%	.	0	127	0	-4%
- O=C(/C=C/c1cccc([N+](=O)[O-])c1)NCc1cccnc1
  147	.	.	16%	.	-5	147	5	6%
- O=C(NCC(=O)N(c1cccnc1)C(C(=O)NC1CCCC1)c1ccco1)c1cccs1 (stereo unspecified)
  188	113	-15	0%	98	-16	188	16	-2%
- O=[N+]([O-])c1ccc(N2CCN(S(=O)(=O)c3ccc(Cl)cc3)CC2)cc1NCC1CCCO1 (stereo unspecified)
  171	.	.	-16%	.	-4	171	4	-7%
- Cc1cc(N2CCN(c3ccccc3)CC2)n2nnnc2n1
  .	87	17	6%	104	.	.	.	-8%
- O=C1C=C(O)CC(c2cccs2)C1 (stereo unspecified)
  139	95	8	10%	103	-2	139	1	0%
- CCc1n[nH]c2c1C(=O)CC(C)(C)C2
  166	99	-4	-4%	95	-12	166	12	-4%
- CC1CCN(C(=O)c2cc3nc(C4CC4)cc(C(F)(F)F)n3n2)CC1
  102	97	1	.	98	-6	102	7	.
- O=C(Nc1ccc2nc(-c3cccnc3)[nH]c2c1)C1CCCCC1
  155	33	-8	.	25	-12	155	12	.
- NS(=O)(=O)c1ccc(NC(=O)CN2CCN(Cc3ccccc3)CC2)cc1
  88	83	-1	-50%	83	-5	88	5	-8%
- COC(=O)c1ccc(NC(=O)COc2ccc(S(=O)(=O)NC(C)C)cc2)cc1
  130	93	1	12%	94	-18	130	18	-1%
- Cc1ccc2[nH]c(=O)c(CN(CCc3ccccc3)Cc3nnnn3CC3CCCO3)cc2c1 (stereo unspecified)
  176	70	-12	.	58	10	176	-10	.
- O=C(NC(=S)N1CCCc2ccccc21)c1ccccc1
  154	.	.	14%	.	-2	193	1	-9%
- Cc1ccc(S(=O)(=O)N2CCN(Cc3nc4ccccc4n3C)CC2)cc1
  146	79	8	-16%	87	-6	146	6	8%
- C=C(C)CSc1nnc([C@H](CCSC)NC(=O)OC(C)(C)C)o1
  145	80	17	-18%	97	-1	145	1	0%
- O=S(=O)(NCc1ccc2c(c1)OCO2)c1cnc[nH]1
  149	91	1	-53%	92	-3	149	3	-8%
- CCC(=O)NS(=O)(=O)c1cccnc1Nc1ccc(Cl)cc1
  165	.	.	-33%	.	1	165	-1	-4%
- COc1ccc(-c2nc(Cn3c(SCc4ccc(F)cc4)nc4ccncc43)c(C)o2)cc1OC
  194	27	23	-70%	50	-10	194	10	-28%
- O=C(COc1ccccc1)N1CCN(S(=O)(=O)Cc2ccccc2)CC1
  160	90	9	12%	99	-13	160	13	3%
- O=C(O)COc1nsnc1N1CCOCC1
  119	102	-4	-2%	99	-12	119	12	0%
- Cc1ccc(CN2C(=O)c3ccccc3C2C(=O)NCc2cccnc2)cc1 (stereo unspecified)
  180	97	0	-49%	98	9	180	-9	8%
- O=C1CC(C(=O)NC2CCCCC2)C(c2ccccc2)O1 (stereo unspecified)
  121	97	-6	3%	92	-31	121	31	-5%
- CSCC[C@H](NC(=O)OC(C)(C)C)c1nnc(SCC(=O)Nc2c(C)cccc2C)o1
  143	87	13	-10%	100	-1	143	1	5%
- CN1C(=O)/C(=C2\SC(=S)N(C(CCC(=O)O)C(=O)O)C2=O)c2ccccc21 (stereo unspecified)
  .	100	4	6%	103	.	.	.	7%
- CC(C)(C)NC(=O)C1N(c2cccnc2)C(=O)C2C(C(=O)Nc3ccccc3F)C3(C)C=CC21O3 (stereo unspecified)
  84	.	.	-7%	.	-5	84	5	-2%
- COc1cc2c(cc1OC)C(c1ccc(-c3ccc(Cl)c(Cl)c3)o1)=NCC2
  82	32	-13	-4%	19	-1	82	1	-10%
- COC(=O)c1nn(C23CC4CC(CC(C4)C2)C3)c2c1C(=O)N(c1ccc(Br)cc1)C2=O
  189	.	.	-62%	.	-3	189	3	-7%
- CCOC(=O)c1nn(-c2ccccc2C)c2nc(CC(C)C)c(C#N)c(=O)n12
  162	77	-3	.	74	2	162	-2	.
- COc1ccccc1N(O)C1CC(=O)N(c2ccc(F)cc2)C1=O (stereo unspecified)
  .	72	10	-5%	82	.	.	.	-1%
- Cc1c(NS(=O)(=O)N2CCCCC2)c(=O)n(-c2ccccc2)n1C
  110	95	-2	8%	93	-16	110	16	-4%
- CC(C)NC1=C(Cl)C(=O)c2ccccc2C1=O
  .	79	6	33%	85	.	.	.	20%
- O=C(c1ccc(Cl)cc1)N1CCN(c2ccc([N+](=O)[O-])c(NCc3cccnc3)c2)CC1
  95	.	.	.	.	-4	95	4	.
- CN(C)NC(=S)Nc1ccc2nc(-c3ccccn3)c(-c3ccccn3)nc2c1
  122	.	.	-54%	.	3	122	-3	10%

# Additional compounds.
# Every second line gives: NFkB transloc pot cell count 2 µM	MRP resist rev with doxorubicin	MRP resist rev	PLAP inhibition	MRP resist rev cytotoxicity	NFkB transloc inh	NFkB transloc inh cell count 2 µM	NFkB transloc pot	Bcl-B TR3 displacers
- CCOC(=O)c1c(CN2CCOCC2)n(-c2ccccc2)c2cc(Br)c(O)c(CN(C)C)c12
  143	77	-10	-46%	68	8	143	-8	12%
- CCCNC(=O)c1[nH]c(C)c(C(C)=O)c1C
  54	81	15	6%	97	-14	54	14	-4%
- CC(=O)Nc1ccc(-c2nc(C)c(C(C)=O)n2O)cc1
  161	96	-10	17%	86	-10	161	10	2%
- CCOc1cccc(C2c3c(oc4cc(C)c(C)cc4c3=O)C(=O)N2CCCN(C)C)c1 (stereo unspecified)
  106	74	8	-58%	82	-8	106	8	15%
- O=C(N/N=C/c1ccc(O)cc1)c1ccc(COc2cc(Cl)ccc2Cl)o1
  .	.	.	-22%	.	.	.	.	-9%
- O=C(Nc1ccn(Cc2c(F)c(F)cc(F)c2F)n1)c1ccc(COc2ccccc2Cl)cc1
  179	.	.	2%	.	13	179	-13	-5%
- COc1ccc(C2CC(c3cccs3)=NN2c2nc(-c3ccccc3)cs2)cc1OC (stereo unspecified)
  126	.	.	-90%	.	-10	126	10	-4%
- CC(=O)NNc1nc(-c2ccccc2)c2cc(Br)ccc2n1
  130	.	.	-67%	.	-7	130	7	-12%
- O=C(Nc1ccc(F)cc1)c1cccc(NC(=O)C2C3CC4OC(=O)C2C4C3)c1 (stereo unspecified)
  137	85	9	-16%	93	-4	137	4	3%
- O=C(CSc1nnc(-c2ccco2)o1)c1ccc(F)c(F)c1
  188	86	10	7%	96	19	188	-19	-8%
- O=c1c2ccccc2nc2n1C1(CCCCC1)Cc1ccccc1-2
  91	88	-4	-12%	84	-23	91	23	-14%
- CCCC(CCC)C(=O)Nc1c[nH]c(=O)[nH]c1=O
  150	107	-3	22%	104	-9	150	9	-1%
- Cc1[nH]nc2nc3c(c(OC(=O)c4ccccc4)c12)c(=O)n(C)c(=O)n3C
  152	98	-3	-8%	95	14	152	-14	3%
- COc1ccc(Cc2nnc(SCC(=O)N3CCc4ccccc4C3)o2)cc1
  115	89	3	-3%	92	0	115	0	-17%
- O=C(COc1ccc(F)c(Cl)c1)c1ccc[nH]1
  129	96	-4	35%	92	-7	129	7	-6%
- CC(C(=O)NC1CCCC1)N(C(=O)c1snc(C(N)=O)c1N)c1ccc2c(c1)OCCO2 (stereo unspecified)
  164	104	-18	2%	87	0	164	0	2%
- Cn1ncc(C#N)c1NC(=O)C1CC(c2ccc(Cl)cc2)=NO1 (stereo unspecified)
  174	76	16	-8%	92	-2	174	2	8%

# An excerpt from above in order of SMILES length, largest number first.
# Every second line gives: NFkB transloc pot cell count 2 µM	MRP resist rev with doxorubicin	MRP resist rev	PLAP inhibition	MRP resist rev cytotoxicity	NFkB transloc inh	NFkB transloc inh cell count 2 µM	NFkB transloc pot	Bcl-B TR3 displacers
- CCOc1cccc(C2c3c(oc4cc(C)c(C)cc4c3=O)C(=O)N2CCCN(C)C)c1 (stereo unspecified)
  106	74	8	-58%	82	-8	106	8	15%
- Cn1ncc(C#N)c1NC(=O)C1CC(c2ccc(Cl)cc2)=NO1 (stereo unspecified)
  174	76	16	-8%	92	-2	174	2	8%
- CC(=O)NNc1nc(-c2ccccc2)c2cc(Br)ccc2n1
  130	.	.	-67%	.	-7	130	7	-12%
